dFosB act: activators of mouse delta FosB homodimer; P13346; purified delta FosB, TAMRA-CDK5 oligo fluorescence polarization; percent of positive-control signal above neutral wells; activation, % at 25 µM; 340,000 tested, 0.99% active;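 active = mean activation above about 17%, with every replicate also reaching it, limit read from the data, passing the limit was not always enough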;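 also: fluorescence polarization rise as delta FosB binds a TAMRA Cdk5 AP-1 oligo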
Target sequence (P13346 whole entry, looked up): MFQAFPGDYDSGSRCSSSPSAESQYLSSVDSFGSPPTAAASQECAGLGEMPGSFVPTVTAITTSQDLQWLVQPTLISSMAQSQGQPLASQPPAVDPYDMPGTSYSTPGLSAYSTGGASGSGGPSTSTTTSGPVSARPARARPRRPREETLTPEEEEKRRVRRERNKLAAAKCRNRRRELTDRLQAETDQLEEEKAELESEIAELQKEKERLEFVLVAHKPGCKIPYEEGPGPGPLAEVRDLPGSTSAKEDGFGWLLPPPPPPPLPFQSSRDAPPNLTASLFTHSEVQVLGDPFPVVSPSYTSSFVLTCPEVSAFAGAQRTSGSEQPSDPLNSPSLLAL
HTR5A ag ctr: counter-screen for OPRM1-OPRD1 agonists: human HTR5A agonism; 340,000 tested, 0.61% active; HTR5A agonist assay, luminescence, cell-based; AID 504692; activation, % at 9.3 µM; in the data active = activation mostly above about 9.5%, no sharp cut-off; inactive = mostly below about 7.6%;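 also: 0% = cells with vehicle only and 100% = reference agonist; strong numbers were not always called active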
NSD2 HMT inh: NSD2 (human) methyltransferase inhibition | O96028 | NSD2 peptide methylation, AlphaScreen, 120 min | inhibition, % at 12.5 µM | 310,000 tested, 0.54% active | AID 743445; in the data active = inhibition above about 50%
MITF TRPM1 HTS: increases MITF-driven TRPM1 promoter luciferase signal | SK-MEL-5 TRPM1-promoter luciferase, 24 h; % of positive control, neutral wells = 0 | activation, % at 12.5 µM | 300,000 tested, 0.75% active | AID 588334;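 active = mean activation of at least 80% with every replicate also reaching 80%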;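 also: 0% = neutral control wells and 100% = parthenolide positive control wells; values of inactives mirror those of a sister screen read the other way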
HTR5A inv ag: inverse agonist of human HTR5A in OPRM1-OPRD1 counter-screen. P47898. HTR5A cell line, luminescence, inverse agonism. AID 504634. inhibition, % at 9.3 µM. 340,000 tested, 0.083% active; in the data active = inhibition mostly above about 23%, no sharp cut-off; inactive = mostly below about 18%;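 also: 0% = cells with DMSO and 100% = no-cell wells with DMSO; some compounds called inactive have numbers as strong as hits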
SR-BI DiI inh: inhibitors of mouse SR-BI mediated HDL lipid uptake; Q61009; ldlA[mSR-BI] CHO cells, DiI-HDL uptake fluorescence, 3 h; inhibition, % at 12.5 µM; 320,000 tested, 0.96% active;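 active = mean replicate inhibition of at least 70% and a set share of replicates each scoring 70 or more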;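 also: 0% = median of neutral control wells and 100% = median of positive control wells; values of inactives mirror those of a sister screen read the other way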
Target sequence (Q61009 whole entry, looked up): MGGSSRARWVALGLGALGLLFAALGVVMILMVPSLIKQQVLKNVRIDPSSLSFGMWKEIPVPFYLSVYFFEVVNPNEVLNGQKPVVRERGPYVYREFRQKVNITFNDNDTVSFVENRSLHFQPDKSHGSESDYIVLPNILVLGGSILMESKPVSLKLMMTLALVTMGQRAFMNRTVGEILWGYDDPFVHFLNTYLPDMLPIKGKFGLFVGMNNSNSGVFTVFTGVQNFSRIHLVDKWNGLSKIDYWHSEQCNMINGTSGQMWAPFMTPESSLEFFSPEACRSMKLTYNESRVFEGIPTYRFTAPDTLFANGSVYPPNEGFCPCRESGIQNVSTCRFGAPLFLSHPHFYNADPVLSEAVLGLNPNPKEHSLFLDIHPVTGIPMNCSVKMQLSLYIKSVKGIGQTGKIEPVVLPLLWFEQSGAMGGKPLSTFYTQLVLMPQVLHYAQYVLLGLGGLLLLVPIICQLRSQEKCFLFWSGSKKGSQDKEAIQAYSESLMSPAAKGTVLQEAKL
Wnt bcat act: activates Wnt/beta-catenin signaling in a reporter cell assay | activator, plate reader | activation, % at 9.35 µM | 300,000 tested, 1.2% active | AID 743398; in the data active = activation above about 30%, passing the limit was not always enough;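 also: 0% = neutral control wells and 100% = positive control wells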
CDK5 p35 inh: blocks human CDK5/p35 kinase activity; Q00535+Q15078; Recombinant CDK5/p35, ADP-Glo luminescence, 60 min; AID 488839; 330,000 tested, 0.01% active; inhibition, % at 10 µM;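 active = highest replicate inhibition of at least 50% and at least 75% of replicates reaching 50%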;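 also: plate controls were DMSO neutral control for no effect and GW8510 at 10 µM for full effect; many of its hits are not listed in these tables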
PvdQ acylase: blocks Pseudomonas aeruginosa PvdQ acylase activity | purified PvdQ acylase, fluorescence plate reader | inhibition, % at 10 µM | 340,000 tested, 0.063% active | AID 488965; in the data active = inhibition above about 30%, passing the limit was not always enough;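 also: 0% = vehicle neutral wells and 100% = reference inhibitor wells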
V-ATPase pH: alters yeast V-ATPase proton transport; S. cerevisiae, pHLuorin cytosolic pH fluorescence; response, % at 10 µM; 350,000 tested, 0.37% active; in the data active = response mostly above about 7.3%, no sharp cut-off; inactive = mostly below about 5.4%; also: actives read high; inactives centre near 0; some compounds called inactive have numbers as strong as hits; reference of the scale not given here
Numbers without * were called inactive; . = not tested or not shown.

SMILES	dFosB act	HTR5A ag ctr	NSD2 HMT inh	MITF TRPM1 HTS	HTR5A inv ag	SR-BI DiI inh	Wnt bcat act	CDK5 p35 inh	PvdQ acylase	V-ATPase pH
O=c1[nH]c(/C=C/c2ccc([N+](=O)[O-])cc2)c([N+](=O)[O-])c(=O)[nH]1	-1	2	17	.	1	6	0	0.7	-8	5
CCN(CC)S(=O)(=O)c1ccc(N2CCOCC2)c(NC(=O)CN2C(=O)NC3(CCCC3)C2=O)c1	-9	-1	0	-5	5	0	-4	0.1	-17	-2
CC(C)Cn1c(N)c(C(=O)CSc2nnnn2-c2ccc(Cl)cc2)c(=O)n(C)c1=O	3	-2	-4	-6	-18	.	-2	-0.3	-4	-3
COc1ccc(C(=O)O)cc1S(=O)(=O)NCc1ccncc1	-7	2	24	-2	-9	-22	25	1.4	14	-4
Cc1ccc(S(=O)(=O)NC2CCCC2)cc1C(N)=O	-4	1	10	-1	-1	-1	-1	0.2	-14	4
COc1ccccc1C(=O)COC(=O)Cn1c(C)csc1=O	2	-2	0	-4	-3	-15	1	0.2	-12	2
COc1cc(/C=N\NC(=O)c2ccc(Cn3cc(Br)c([N+](=O)[O-])n3)o2)cc(OC)c1O	-1	4	4	-2	34	13	-1	-1.2	23	-3
O=C(CCCCO)CCCCCCCC[C@H]1N[C@H](CO)[C@H](O)[C@@H]1O[C@@H]1O[C@H](CO)[C@@H](O)[C@H](O)[C@H]1O	10	3	.	7	-1	-15	-1	-0.7	5	-1
O=C(O)C(CCc1ccccn1)c1ccccc1 (centres undefined)	5	-2	-2	-4	7	12	-1	0.4	2	1
CN(CC(=O)Nc1ccc(OC(F)(F)F)cc1)C(=O)Cc1ccc2c(c1)CCC2	-4	1	1	5	8	-10	0	-1.2	-16	-1
COc1cc(OC)c(OC)cc1CNC(=O)c1cc(=O)c2ccccc2o1	-6	1	2	-10	-2	.	0	-0.1	-14	-4
Cc1c(CN2CC[C@@H](N3CCN(c4ccccn4)CC3)[C@H](O)C2)[nH]c2ccc(F)cc12	-5	-2	3	-11	6	26	3	0.9	7	-1
Cc1cc(C)c(NC(=O)COC(=O)C2CCC2)c(Cl)c1	2	0	-3	3	5	-20	4	-0.2	-7	4
CC(C)c1nnc(NC(=O)CCS(=O)(=O)c2nc(-c3cccs3)cc(C(F)(F)F)n2)s1	0	-3	.	.	0	16	.	-1.9	-11	-2
C=CCNc1ncnc2c1cnn2-c1ccc(OC)cc1	-6	1	-1	57	-4	5	12	2.2	7	-4
COc1ccc(C2(O)CCN(C(=O)NC3CCCCC3)CC2)cc1	-1	3	1	12	5	-2	.	-0.5	-7	-4
O=C(Cn1cc(C(=O)c2cccs2)c2ccccc21)NC1CCCCC1	-7	-1	0	.	-6	-6	-1	-1.4	10	0
CCOc1ccc(S(=O)(=O)Nc2cccc(C(=O)N3CCN(c4ccccc4O)CC3)c2)cc1	-12	3	5	4	-26	-27	-2	-0.3	7	5
CS(=O)(=O)N(CC(=O)Nc1ccc(Cl)c(Cl)c1)C1CCCCC1	-10	4	-2	-5	-9	32	.	-3.3	-20	-2
CC1=C(CC/C(C)=N/NC(N)=S)C(C)(C)CCC1	-8	4	-1	-15	9	76*	-1	1.7	0	0
O=C(Cn1cnc2c(OCc3ccccc3)ncnc21)NCCCc1ccccc1	8	.	.	12	.	11	-2	0.0	-4	-1
CCC(C)(C)NC(=O)C(c1cccnc1)N(C(=O)c1csnn1)c1ccc(C)cc1 (centres undefined)	-4	-4	-1	.	16	-12	-2	-1.1	3	2
Cc1cccc(N2CCN(C(=O)NC3CCCCC3)CC2C)c1 (centres undefined)	1	0	-2	7	1	-3	-2	-1.0	-10	-4
Cc1cccc(-c2nnc(SCC(=O)Nc3cc(C)on3)n2C)c1	2	3	10	-4	-8	-30	-1	0.6	5	5
CCOC(=O)C(CC)n1cnc2c(oc3ccccc32)c1=O (centres undefined)	-4	-10	5	7	27	8	3	1.3	-2	-1
COc1ccc(OCC(=O)N2CCC3(CC2)CC(=O)c2ccccc2O3)cc1	-3	-4	0	-1	10	12	-1	1.1	-10	0
Cc1cc(NS(=O)(=O)c2ccc(NC(=O)NC(C)(C(F)(F)F)C(F)(F)F)cc2)no1	6	3	0	0	-11	-13	.	0.0	-3	2
COc1cc2ccccc2cc1C(=O)NCCCN1CCOCC1	1	10	0	1	-27	1	8	-1.5	-17	6
CC(=O)N1c2ccc(S(=O)(=O)NCC3CCC(C(=O)N4CC(C)CC(C)C4)CC3)cc2CC1C (centres undefined)	-5	-1	-1	-8	6	63	-4	1.2	8	-1
CCOC(=O)c1cc2c(ccn2C)n1CC(=O)Nc1ccc(F)cc1	9	0	3	-11	0	-18	-4	1.0	6	-2
CNC(=S)N(Cc1ccco1)Cc1cc2cc3c(cc2[nH]c1=O)OCCO3	-3	-1	0	7	2	-12	2	1.8	-17	0
CCC1(CC)NC(=O)N(CC(=O)Nc2sc3c(c2C(N)=O)CCC3)C1=O	-8	2	4	2	9	1	-7	4.3	10	0
Cn1c(SCc2nnc(-c3ccccc3Br)o2)nc2sc3c(c2c1=O)CCC3	1	3	-6	-1	-6	-17	-7	-0.5	-10	4
CN1CCCN(C(=O)C2CCCCC2)CC1	5	0	-32	7	4	-4	0	-0.9	3	2
Cc1sc2ncn(CC(=O)N3CCCCC3)c(=O)c2c1S(=O)(=O)N1CCC(C)CC1	3	-2	-4	-4	-16	16	-2	1.1	-12	-3
Clc1ccc(Cc2nc(-c3ccncc3)no2)cc1	-5	1	-4	5	-2	18	-2	-0.6	-17	-5
O=C(CSc1nc2ccccc2c(=O)n1-c1ccc(F)cc1)NCc1ccco1	-8	1	3	3	3	-10	-3	-1.4	-12	-1
CCC(CC)NC(=O)Nc1ccccc1C(F)(F)F	3	1	.	8	-6	-14	-1	-1.5	-3	4
c1cncc(C(c2nnnn2C2CCCCC2)N2CCN3CCCC3C2)c1 (centres undefined)	5	0	.	-5	8	-7	-9	-1.7	-14	0
COc1cc(C(=O)Oc2cccc(Nc3ncnc4ccccc34)c2)cc(OC)c1OC	-15	6	-1	-22	-11	38	-1	-5.3	-21	-48
COc1ccc(Oc2nc(-c3ccccc3)ncc2C(=O)O)cc1	-6	0	1	6	1	-6	0	-1.6	-2	0
COc1ccccc1N1CCN(C(=O)c2ccc(S(=O)(=O)N3CCCC3)cc2)CC1	-6	-3	1	-6	-3	.	.	-0.1	-13	-3
CCCCCC(=O)Nc1ccc(-c2nnc3n2CCCCC3)cc1	-7	2	-2	8	-4	13	0	0.6	-8	-1
O=C1N=C(N2CCCCC2)S/C1=C\c1ccncc1	10	1	7	4	-18	-21	-2	1.4	-5	-2
O=C(Nc1ccc2oc(=O)ccc2c1)c1cccnc1Cl	5	-2	-1	-6	2	10	.	2.5	2	0
COc1cc(C)c(Cl)cc1S(=O)(=O)n1cnc(C)c1	-5	7	1	-7	-15	-2	-1	0.3	9	1
Cc1ccccc1NC(=O)CN1C(=O)c2cccnc2Oc2ccc(Cl)cc21	-10	8	-3	-9	5	10	-3	0.1	-12	-1
Cc1csc(SCC(=O)Nc2cc(S(=O)(=O)N(C)C)ccc2C)n1	-3	-7	10	-2	17	-7	1	0.3	-5	4
O=C1CN(C(=O)CSc2nc(-c3ccccc3)cs2)c2ccccc2N1	-1	-4	5	-4	7	-8	.	-3.0	-10	1
COc1ccc(NC(=O)CC2C(=O)N(c3ccc(OC)cc3)C(=S)N2NC(=O)c2cccc(F)c2)cc1 (centres undefined)	0	2	-2	2	13	-28	1	-1.2	-4	1

Later entries.
SMILES	dFosB act	HTR5A ag ctr	NSD2 HMT inh	MITF TRPM1 HTS	HTR5A inv ag	SR-BI DiI inh	Wnt bcat act	CDK5 p35 inh	PvdQ acylase	V-ATPase pH
CCC(=O)N1CCN(c2ccc(NC(=O)c3cc4ccccc4o3)cc2)CC1	-2	-1	0	34	4	50	.	0.6	-8	-1
CC[C@]12c3[nH]c4cc(CCC(=O)N(C)C)ccc4c3CCN1C(=O)[C@@H](CC(=O)NCCC1=CCCCC1)C[C@@H]2C(=O)N1CCN(C(=O)C2CC2)CC1	-11	2	.	-2	-8	1	-1	0.9	-14	0
COc1ccc(CCNC(=O)C2CCN(S(C)(=O)=O)CC2)cc1OC	-13	-1	-1	-8	11	-13	-4	2.5	11	4
CC(=O)c1c(C)nc2nonc2c1N	1	-2	1	6	-24	-26	.	0.2	-8	-3
COC(=O)c1c(C)[nH]c(C(=O)CC#N)c1C	0	7	4	-12	-7	-34	4	1.6	-4	0
CCn1ccnc1C(O)(c1ccccc1)c1ccccc1	2	2	1	-10	-5	-12	-2	0.0	5	0
COC(C(=O)C(O)C(C)O)C1Cc2cc3cc(OC4CC(OC5CC(O)C(O)C(C)O5)C(O)C(C)O4)c(C)c(O)c3c(O)c2C(=O)C1OC1CC(OC2CC(OC3CC(O)C(OC)C(C)O3)C(O)C(C)O2)C(O)C(C)O1 (centres undefined)	-21	3	24	.	-11	10	-24	2.1	-11	2
CN1C(=O)CC(NNC(=O)c2ccc(Cl)cc2)C1=O (centres undefined)	-4	0	0	.	-2	-11	0	0.8	-8	2
CC[C@]12c3[nH]c4ccc(Cl)cc4c3CCN1C(=O)[C@@H](CC(=O)NCc1ccco1)C[C@@H]2C(=O)N1CCN(C(=O)C2CC2)CC1	-8	-3	.	11	11	27	-1	0.3	5	0
COc1ccccc1CNC(=O)C(C)NS(=O)(=O)c1ccc(Br)cc1 (centres undefined)	-4	-3	-2	7	-3	11	-1	0.3	-5	-5

Random excerpt: 2 entries already listed, in no set order.
SMILES	dFosB act	HTR5A ag ctr	NSD2 HMT inh	MITF TRPM1 HTS	HTR5A inv ag	SR-BI DiI inh	Wnt bcat act	CDK5 p35 inh	PvdQ acylase	V-ATPase pH
CN1C(=O)CC(NNC(=O)c2ccc(Cl)cc2)C1=O (centres undefined)	-4	0	0	.	-2	-11	0	0.8	-8	2
COc1ccccc1CNC(=O)C(C)NS(=O)(=O)c1ccc(Br)cc1 (centres undefined)	-4	-3	-2	7	-3	11	-1	0.3	-5	-5

Following part:
SMILES	dFosB act	HTR5A ag ctr	NSD2 HMT inh	MITF TRPM1 HTS	HTR5A inv ag	SR-BI DiI inh	Wnt bcat act	CDK5 p35 inh	PvdQ acylase	V-ATPase pH
Cc1ccccc1Nc1nc(=O)c2cc([N+](=O)[O-])ccc2s1	8	4	-1	25	-15	-8	.	0.8	11	-1
COc1ccc(CNC(=O)c2c(F)c(F)c(F)c(F)c2F)cc1	6	-1	-1	-3	7	-18	-1	1.0	-14	1
Cc1ccn2c(NCc3ccc4c(c3)OCO4)c(-c3ccc(O)cc3)nc2c1	-2	-3	-1	19	3	54	3	1.9	10	-2
CC(C)NC(=S)NC(=O)/C=C/c1cccc2ccccc12	3	1	0	-2	-4	51	-2	0.5	9	0
Cc1ccc(P(C)(=O)c2ccc(C)cc2)cc1	-2	4	6	4	2	.	.	0.9	-11	2
CC(C)(C)NC(=O)CN(Cc1cccs1)C(=O)CN1C(=O)C(=O)c2ccccc21	-12	6	7	-1	-16	-27	-3	-0.1	10	-2
CCOc1ccccc1N1CCN(C(=O)c2c(-c3c(F)cccc3Cl)noc2C)CC1	-16	1	5	-7	-4	-6	-2	-1.8	-4	-1
COc1ccccc1NS(=O)(=O)c1ccc(N2CCOCC2)c(NC(=O)c2ccco2)c1	-4	3	-2	-12	-9	2	-1	-1.1	8	-5
COc1cccc(NC(=S)N2c3ccccc3CC2C)c1 (centres undefined)	-3	3	-2	-14	2	28	4	0.7	-11	1
CC(C)=CCN1CCN(Cc2cc3ccccc3[nH]2)CC1CCO (centres undefined)	-8	4	-1	.	4	5	2	-0.4	-13	-5
